Bioassay records: PubChem BioAssay, several laboratories
RTF Ca sens inh: cardiac RTF calcium desensitization. hit rate 0.12% among 340,000. P19429+P45379. AID 493244. IANBD-labeled cardiac RTF, Ca2+ fluorescence. inhibition, % at 7.15 µM;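 active means inhibition above the mean inhibition of all tested compounds plus 3 SD, cut at about 17% in these data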;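 further: assay run at fixed EC70 calcium of 1.6 mM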
Keap1 Nrf2 FP: disrupts human Keap1 binding to Nrf2 peptide; Q14145; AID 504523; hit rate 0.15% among 340,000; Keap1 Kelch-Nrf2 peptide fluorescence polarization, 1536-well; inhibition, % at 9.4 µM; in the data active means inhibition above about 12%;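 further: human Keap1 Kelch domain with fluorescein labeled Nrf2 9mer peptide probe; 0% = neutral control wells and 100% = peptide positive control; higher means more block of Keap1 binding to Nrf2 peptide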
CAL PDZ FP-1: blocks peptide binding to human CAL PDZ domain | Q9HD26 | hit rate 0.02% among 330,000 | purified CAL PDZ, TMR-peptide fluorescence polarization, 1 h | AID 504414 | inhibition, % at 20 µM;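 active means highest replicate inhibition of at least 40%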;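 further: plate controls were DMSO neutral control wells for no effect and unlabeled competitor peptide control wells for full effect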
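material = purified tagged CAL PDZ domain construct (CerCALP) | buffer or medium = sodium phosphate/NaCl buffer pH 7.4 with TCEP, IgG, Thesit | reagent = TMR-labelled reporter peptide T*-PRC34 bound in PDZ groove | incubation = 1 h room-temperature incubation prior to read | measured by = fluorescence polarization (mP) | evaluation = percent inhibition from loss of millipolarization | control set = unlabelled peptide and DMSO controls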
CAL PDZ FP-2: CAL PDZ (human) peptide binding inhibition; inhibition, % at 24.9 µM; AID 602252; hit rate 0.92% among 300,000; purified CAL PDZ, TMR-peptide fluorescence polarization, 1 h;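 active means mean inhibition of at least 30% with at least half of replicates also reaching 30%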;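 further: 0% = DMSO neutral control and 100% = excess unlabeled competitor peptide PRC23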
LANA DNA inh: inhibitors of KSHV LANA C-terminal domain DNA binding; MBP-C-LANA/FAM-LBS DNA binding, fluorescence polarization; inhibition, % at 9 µM; hit rate 0.078% among 340,000; AID 504423;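 active means highest replicate inhibition at or above 60% at 9 µM, even if other replicates fall short; inactive means all replicates below 60% inhibition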;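 further: 0% = neutral control wells and 100% = 4 µM acridine orange control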
Arrestin-AP2 inh: blocks beta-arrestin peptide binding to AP2 adaptin; hit rate 0.31% among 340,000; inhibition, % at 10 µM; AID 504490; FITC-arrestin peptide / GST-AP2 beads, flow cytometry; AP2 beta2 appendage carries R879A mutation;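 active means inhibition above a set limit, near 3 SD of compounds lacking own fluorescence, cut at about 54% in these data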;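 further: plate controls were DMSO wells for no effect and 5 µM unlabelled arrestin peptide for full effect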
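test system = AP2 appendage R879A on GSH beads | buffer or medium = PBS plus Tween 20 (0.05%) and BSA (0.1%) | incubation = 12 min plus 1 h, RT | detection = bead flow cytometry, FITC channel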
DSG3 Ab inh: blocks pemphigus antibody binding to human desmoglein-3; binding (percent of control), % at 10 µM; P32926; AID 588358; hit rate 0.48% among 310,000; DSG3-coupled beads, scFv-anti-DSG3-GFP binding, flow cytometry; stronger effect = lower value;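 active means binding more than 3 SD below its plate's average and above zero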; further: some compounds called inactive have numbers as strong as hits
Target sequence (P32926 whole entry, looked up): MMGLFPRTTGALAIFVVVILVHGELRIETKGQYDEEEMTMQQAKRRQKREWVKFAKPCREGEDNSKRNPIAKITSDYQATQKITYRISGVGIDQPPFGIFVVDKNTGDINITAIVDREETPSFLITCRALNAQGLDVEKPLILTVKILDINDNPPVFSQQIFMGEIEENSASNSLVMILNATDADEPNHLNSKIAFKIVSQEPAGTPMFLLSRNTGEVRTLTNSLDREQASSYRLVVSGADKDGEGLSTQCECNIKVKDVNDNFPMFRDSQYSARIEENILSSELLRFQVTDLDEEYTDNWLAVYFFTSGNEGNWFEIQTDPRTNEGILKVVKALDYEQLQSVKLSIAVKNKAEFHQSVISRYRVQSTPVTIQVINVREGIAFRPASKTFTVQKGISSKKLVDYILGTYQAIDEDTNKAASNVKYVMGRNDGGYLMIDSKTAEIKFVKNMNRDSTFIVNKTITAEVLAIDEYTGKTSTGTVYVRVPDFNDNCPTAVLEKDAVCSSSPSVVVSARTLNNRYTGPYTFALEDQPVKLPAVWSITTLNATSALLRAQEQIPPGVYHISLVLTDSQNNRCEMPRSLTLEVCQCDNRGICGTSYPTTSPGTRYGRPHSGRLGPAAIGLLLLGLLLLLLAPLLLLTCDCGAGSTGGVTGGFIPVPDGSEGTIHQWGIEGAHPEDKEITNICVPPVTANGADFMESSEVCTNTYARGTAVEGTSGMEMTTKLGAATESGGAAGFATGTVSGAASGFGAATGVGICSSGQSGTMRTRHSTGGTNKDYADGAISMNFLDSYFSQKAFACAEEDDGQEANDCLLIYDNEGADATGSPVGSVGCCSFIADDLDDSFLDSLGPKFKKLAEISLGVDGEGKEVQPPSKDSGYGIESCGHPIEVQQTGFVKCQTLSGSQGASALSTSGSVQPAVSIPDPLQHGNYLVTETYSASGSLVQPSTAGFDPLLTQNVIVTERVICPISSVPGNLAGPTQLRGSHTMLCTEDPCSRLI
NSD2 inh: inhibitors of human histone methyltransferase NSD2. AID 743445. NSD2 peptide methylation, AlphaScreen, 120 min. hit rate 0.54% among 310,000. inhibition, % at 12.5 µM. O96028; in the data active means inhibition above about 50%
V-ATPase pH: regulators of yeast V-ATPase proton transport | response, % at 10 µM | S. cerevisiae, pHLuorin cytosolic pH fluorescence | hit rate 0.37% among 350,000 | AID 504577; in the data active means response mostly above about 7.3%, no sharp cut-off; inactive means mostly below about 5.4%; further: actives read high; inactives centre near 0; some compounds called inactive have numbers as strong as hits
DAGLB inhibitor: blocks human DAGLB lipase activity; Q8NCG7; HEK293T DAGLB membrane lysate, EnzChek fluorogenic substrate; inhibition, % at 5.17 µM; hit rate 0.059% among 340,000; AID 504411; in the data active means inhibition above about 34%;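 further: 0% = enzyme with vehicle and 100% = wells lacking enzyme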
* marks the source's active call; other numbers are inactive results. These rows are one share of the data; the hit share may differ from the screen's.

Screening COc1ccc(OCCNC(=O)Nc2cc(F)c(F)cc2Cl)cc1 returned RTF Ca sens inh -12, Keap1 Nrf2 FP 0, CAL PDZ FP-1 -2.1, CAL PDZ FP-2 -1, LANA DNA inh 0.0, Arrestin-AP2 inh 27, DSG3 Ab inh 120, NSD2 inh -2, V-ATPase pH 5 and DAGLB inhibitor -4.
Screening CC1(C)Cc2ccccc2-c2nc3n(c(=O)c21)CCCS3 returned Keap1 Nrf2 FP 4, CAL PDZ FP-1 -1.4, CAL PDZ FP-2 27, LANA DNA inh 0.0, Arrestin-AP2 inh 37, DSG3 Ab inh 102, NSD2 inh -7 and V-ATPase pH -1.
For O=C(Nc1ccc(CN2CCCCC2)cc1)c1cccc(F)c1 the results were RTF Ca sens inh 16, Keap1 Nrf2 FP -2, CAL PDZ FP-1 -0.8, CAL PDZ FP-2 -5, LANA DNA inh -0.3, Arrestin-AP2 inh 33, DSG3 Ab inh 104, NSD2 inh -2, V-ATPase pH -3 and DAGLB inhibitor -1.
Screening COc1ccc(S(=O)(=O)NC(N)=NCCc2ccccc2)cc1 returned RTF Ca sens inh -4, Keap1 Nrf2 FP -2, CAL PDZ FP-1 -2.2, CAL PDZ FP-2 -10, LANA DNA inh -0.6, Arrestin-AP2 inh 2, DSG3 Ab inh 108, NSD2 inh -1, V-ATPase pH -1 and DAGLB inhibitor -3.
`CCOC(=O)c1ccccc1NC(=O)CN1C(=O)CCS(=O)(=O)c2ccccc21` gave RTF Ca sens inh 7, Keap1 Nrf2 FP -4, CAL PDZ FP-2 1, LANA DNA inh -1.2, Arrestin-AP2 inh 5, DSG3 Ab inh 109, NSD2 inh -2, V-ATPase pH -6 and DAGLB inhibitor 1.
`COc1ccc2[nH]c(C(=O)NCCN3CCOCC3)cc2c1` gave RTF Ca sens inh 5, Keap1 Nrf2 FP -4, CAL PDZ FP-1 -1.3, LANA DNA inh 0.2, Arrestin-AP2 inh -17, DSG3 Ab inh 108, NSD2 inh -2, V-ATPase pH 0 and DAGLB inhibitor 3.
For O=C(NC(=O)c1ccc(Cl)cc1)Nc1cc(N2CCCCC2)ncn1 the results were RTF Ca sens inh -1, Keap1 Nrf2 FP -4, CAL PDZ FP-1 -2.9, CAL PDZ FP-2 -2, LANA DNA inh -1.1, Arrestin-AP2 inh 9, DSG3 Ab inh 97, NSD2 inh -4, V-ATPase pH 1 and DAGLB inhibitor -3.
Screening Cc1cc(C)n(-c2ccc(Cl)c(Cl)c2)n1 returned RTF Ca sens inh -4, Keap1 Nrf2 FP 4, CAL PDZ FP-1 -1.6, CAL PDZ FP-2 -4, LANA DNA inh 0.5, Arrestin-AP2 inh 17, DSG3 Ab inh 95, NSD2 inh 0, V-ATPase pH -2 and DAGLB inhibitor -3.
Screening CC(=O)N1CCN(c2ccc([N+](=O)[O-])cc2)CC1 returned RTF Ca sens inh 3, Keap1 Nrf2 FP -1, CAL PDZ FP-1 0.9, CAL PDZ FP-2 0, LANA DNA inh -1.0, Arrestin-AP2 inh 10, DSG3 Ab inh 93, NSD2 inh -3, V-ATPase pH -2 and DAGLB inhibitor 9.
NC(=Nc1ccc(Br)cc1)c1ccccc1 was read as RTF Ca sens inh -10, Keap1 Nrf2 FP 2, CAL PDZ FP-1 -1.4, LANA DNA inh 1.0, Arrestin-AP2 inh 11, DSG3 Ab inh 116, NSD2 inh -2, V-ATPase pH 3 and DAGLB inhibitor 1.
Screening C=C1C(C(=O)Nc2cccc(OC)c2)C1C(=O)Nc1cccc(OC)c1 (configuration not stated) returned RTF Ca sens inh -7, Keap1 Nrf2 FP 2, CAL PDZ FP-1 -2.6, CAL PDZ FP-2 -5, LANA DNA inh 0.8, Arrestin-AP2 inh -4, DSG3 Ab inh 81, NSD2 inh 0, V-ATPase pH -1 and DAGLB inhibitor 1.
`O=C(c1cccs1)N1CCc2c([nH]c3ccccc23)C1c1ccccn1` (configuration not stated) gave RTF Ca sens inh 4, Keap1 Nrf2 FP -2, CAL PDZ FP-1 -0.5, CAL PDZ FP-2 2, LANA DNA inh -1.4, Arrestin-AP2 inh -3, DSG3 Ab inh 114, NSD2 inh 1, V-ATPase pH 6 and DAGLB inhibitor 1.
`O=C(/C=C/c1ccccc1)NC(=S)Nc1ccccc1O` gave RTF Ca sens inh -3, Keap1 Nrf2 FP -4, CAL PDZ FP-1 -0.5, CAL PDZ FP-2 -3, LANA DNA inh 0.5, Arrestin-AP2 inh -6, DSG3 Ab inh 89, NSD2 inh -2, V-ATPase pH 1 and DAGLB inhibitor -4.
CCOC(=O)CSc1nnc2c3ccccc3n(CC)c2n1 was read as RTF Ca sens inh -4, Keap1 Nrf2 FP -1, CAL PDZ FP-1 -1.7, CAL PDZ FP-2 -8, LANA DNA inh 0.6, Arrestin-AP2 inh 5, DSG3 Ab inh 121, NSD2 inh -3, V-ATPase pH -1 and DAGLB inhibitor -1.
Cc1sc2ncn(CC(=O)N3CCN(c4ccccn4)CC3)c(=O)c2c1S(=O)(=O)N1CCCCC1 was read as RTF Ca sens inh -8, Keap1 Nrf2 FP 0, CAL PDZ FP-1 -2.9, CAL PDZ FP-2 -4, LANA DNA inh -0.1, Arrestin-AP2 inh 13, NSD2 inh 2, V-ATPase pH 0 and DAGLB inhibitor -2.
Cc1ccc(NC(=O)CN(C)C(=O)COC(=O)c2nccnc2N)cc1 was read as RTF Ca sens inh -2, Keap1 Nrf2 FP -2, CAL PDZ FP-1 0.4, CAL PDZ FP-2 2, LANA DNA inh -0.1, Arrestin-AP2 inh -10, DSG3 Ab inh 101, NSD2 inh 0, V-ATPase pH 1 and DAGLB inhibitor 0.
Cc1sc2ncnc(SCC(=O)NC3CC3)c2c1C was read as RTF Ca sens inh 2, Keap1 Nrf2 FP -5, CAL PDZ FP-1 -2.9, CAL PDZ FP-2 -1, LANA DNA inh 0.5, Arrestin-AP2 inh -8, DSG3 Ab inh 130, NSD2 inh -3, V-ATPase pH 2 and DAGLB inhibitor 1.
Screening CN(c1ccccc1C(=O)O)S(=O)(=O)c1ccc2[nH]c(=O)[nH]c2c1 returned RTF Ca sens inh -6, Keap1 Nrf2 FP 1, CAL PDZ FP-1 0.3, CAL PDZ FP-2 -2, LANA DNA inh -0.2, Arrestin-AP2 inh -15, DSG3 Ab inh 102, NSD2 inh 0, V-ATPase pH -1 and DAGLB inhibitor -3.
`CC(C)(C)NC(=O)C(c1cccs1)N(C(=O)C(=O)NC1CCCC1)c1ccccc1F` (configuration not stated) gave RTF Ca sens inh -7, Keap1 Nrf2 FP -3, CAL PDZ FP-1 -3.4, CAL PDZ FP-2 -5, LANA DNA inh -2.6, Arrestin-AP2 inh 2, DSG3 Ab inh 100, NSD2 inh -8, V-ATPase pH -1 and DAGLB inhibitor 3.
Screening Cc1cc(C)nc(Sc2nc(Cl)nc(N(c3ccccc3)c3ccccc3)n2)n1 returned RTF Ca sens inh -2, Keap1 Nrf2 FP -7, CAL PDZ FP-1 -0.5, CAL PDZ FP-2 -2, LANA DNA inh 1.3, Arrestin-AP2 inh 2, DSG3 Ab inh 99, NSD2 inh 3, V-ATPase pH -2 and DAGLB inhibitor -3.
For CN(C)S(=O)(=O)Nc1ccccn1 the results were RTF Ca sens inh -10, Keap1 Nrf2 FP -5, CAL PDZ FP-1 0.4, CAL PDZ FP-2 -7, LANA DNA inh 0.7, Arrestin-AP2 inh 11, DSG3 Ab inh 92, NSD2 inh -2, V-ATPase pH 3 and DAGLB inhibitor 0.
COc1cc(NC(=O)c2ccccc2[N+](=O)[O-])c(C(=O)O)cc1OC was read as RTF Ca sens inh -4, Keap1 Nrf2 FP 1, CAL PDZ FP-1 0.3, CAL PDZ FP-2 3, LANA DNA inh -0.6, Arrestin-AP2 inh -4, DSG3 Ab inh 98, NSD2 inh -3, V-ATPase pH 1 and DAGLB inhibitor 1.
`CC(C)CN(C(=O)Cn1c(=O)cnc2ccccc21)C1CCS(=O)(=O)C1` (configuration not stated) gave RTF Ca sens inh 0, Keap1 Nrf2 FP -2, CAL PDZ FP-1 -1.4, CAL PDZ FP-2 -13, LANA DNA inh 0.8, Arrestin-AP2 inh 1, DSG3 Ab inh 83, NSD2 inh 19, V-ATPase pH 1 and DAGLB inhibitor 3.
O=C(CCc1ccccc1)NC1CCS(=O)(=O)C1 (configuration not stated) was read as RTF Ca sens inh -3, Keap1 Nrf2 FP -2, CAL PDZ FP-1 1.7, CAL PDZ FP-2 -2, LANA DNA inh -0.4, Arrestin-AP2 inh 4, DSG3 Ab inh 111, NSD2 inh -1, V-ATPase pH -3 and DAGLB inhibitor 0.
Cc1cc(C)cc(NC(=O)Nc2c(Br)cnn2C)c1 was read as RTF Ca sens inh -7, Keap1 Nrf2 FP -1, CAL PDZ FP-1 -3.1, CAL PDZ FP-2 -1, LANA DNA inh 1.6, Arrestin-AP2 inh -12, DSG3 Ab inh 101, NSD2 inh 2, V-ATPase pH 1 and DAGLB inhibitor -2.
`CC(=O)Nc1ccc(S(=O)(=O)NNC(=O)CCC(=O)Nc2cc(C)ccc2C)cc1` gave RTF Ca sens inh -7, Keap1 Nrf2 FP 0, CAL PDZ FP-1 -0.9, CAL PDZ FP-2 -4, LANA DNA inh 1.6, Arrestin-AP2 inh -2, DSG3 Ab inh 123, NSD2 inh 1, V-ATPase pH 1 and DAGLB inhibitor -1.
Cc1ccccc1NC(=O)C1CCN(S(=O)(=O)c2ccc3c(c2)NC(=O)C(C)S3)CC1 (configuration not stated) was read as RTF Ca sens inh -9, Keap1 Nrf2 FP -11, CAL PDZ FP-1 -3.2, CAL PDZ FP-2 -2, LANA DNA inh -0.7, Arrestin-AP2 inh -2, NSD2 inh 27, V-ATPase pH -1 and DAGLB inhibitor 1.
Screening CCSc1nc2c(c(=O)[nH]c(=O)n2C)n1Cc1ccc(Cl)cc1 returned RTF Ca sens inh -3, Keap1 Nrf2 FP 0, CAL PDZ FP-1 -0.8, CAL PDZ FP-2 -3, LANA DNA inh -0.3, Arrestin-AP2 inh 0, NSD2 inh -2, V-ATPase pH 2 and DAGLB inhibitor -3.
`O=C(Nc1ccccc1)[C@@H]1[C@@H]2C(=O)N(c3ccc(F)cc3)C(=O)[C@@H]2[C@H]2C=CC=NN21` gave RTF Ca sens inh -6, Keap1 Nrf2 FP 2, CAL PDZ FP-1 0.6, LANA DNA inh 1.2, Arrestin-AP2 inh 25, DSG3 Ab inh 104, NSD2 inh 0, V-ATPase pH -2 and DAGLB inhibitor 4.
